Compound activity from PubChem.
mcGAS inh: mouse cGAS inhibition by luminescence | Q8C6L5 | recombinant cGAS, Kinase-Glo ATP depletion luminescence | inhibition, % at 12.5 µM | actives 0.15% (n = 160,000);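 further: 0% = negative control wells and 100% = reference inhibitor with no enzyme activity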
NPYLR7 ag: activates Aedes aegypti NPYLR7 receptor. HEK293T NPYLR7/Galpha15, GCaMP6s calcium fluorescence. activation, % at 10 µM. actives 0.15% (n = 270,000). AID 1259423; in the data active means activation above about 40%;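 further: 0% = vehicle and 100% = reference agonist at the receptor; some compounds past the cut are filed as inactive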
hcGAS lum: inhibitors of human cGAS | Q8N884 | recombinant h-cGAS, ATP depletion, Kinase-Glo luminescence | inhibition, % at 12.5 µM | actives 0.081% (n = 290,000);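 further: 0% = vehicle reaction and 100% = reaction without DNA for no activity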
Target sequence (Q8N884 whole entry, looked up): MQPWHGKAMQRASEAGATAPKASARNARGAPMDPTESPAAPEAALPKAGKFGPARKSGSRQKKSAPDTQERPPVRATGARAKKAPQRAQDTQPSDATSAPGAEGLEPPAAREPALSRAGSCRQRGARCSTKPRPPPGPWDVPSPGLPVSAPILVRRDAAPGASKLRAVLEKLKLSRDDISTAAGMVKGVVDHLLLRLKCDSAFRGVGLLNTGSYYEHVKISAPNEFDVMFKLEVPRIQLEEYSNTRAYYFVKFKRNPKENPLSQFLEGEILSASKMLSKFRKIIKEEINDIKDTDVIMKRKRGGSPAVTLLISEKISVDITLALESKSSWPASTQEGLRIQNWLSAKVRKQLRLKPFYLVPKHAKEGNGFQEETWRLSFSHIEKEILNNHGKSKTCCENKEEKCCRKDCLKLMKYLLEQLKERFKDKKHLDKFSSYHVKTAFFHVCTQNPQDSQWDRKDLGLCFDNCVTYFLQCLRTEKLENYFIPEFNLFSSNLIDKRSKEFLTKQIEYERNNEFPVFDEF
Numbers without * were called inactive; · = not tested or not shown; & = joins results of further samples. Unless noted, no stated cut-off is given here; in the data, active means inhibition above about 40%; inactive means the rest. Outcome played no part in choosing rows; 0.26% or so of the library scored in one or more.

Values run as follows: mcGAS inh | NPYLR7 ag | hcGAS lum
- NC(=O)C1CCCC1NC(=O)c1ccc(Br)c(F)c1 (stereo not given)
    -14 | 3 | -16
- Cc1[nH]cnc1-c1nccn1CC(c1ccccc1)N1CCCCCC1 (stereo not given)
    · | 6 | -2
- CCCC(=O)N(CCCN1CCOCC1)c1nc2c(Cl)cccc2s1
    -4 | -4 | -6
- CN(C)C1(CNS(=O)(=O)c2cccc(Cl)c2)CCCC1
    · | -4&-2 | -9&-4
- CCONC(=O)c1csc(CSc2nnc(Cc3ccccc3)n2-c2cccc(C(F)(F)F)c2)n1
    -5 | · | -10
- O=C(COC(=O)C12CC3CC(CC(Br)(C3)C1)C2)c1ccc(Cl)s1
    -4 | 11 | -3
- COc1ccc(-c2nn(-c3ccccc3C)cc2CN2CCOCC2)cc1F
    · | -4 | -6
- CCOc1ccccc1NC(=O)N1CCC(Cc2ccc3c(c2)OCO3)CC1
    -7 | 2 | -7
- Cc1ccc(C(=O)N2CCC2(C)C(=O)O)cc1F (stereo not given)
    · | 1 | -5
- Cc1ccc(-c2nnc3ccc(SCC(=O)N4CCCCCC4)nn23)cc1
    -4 | 9 | -5
- Cc1ccc2oc(C(=O)N3CCC(O)(Cn4ccnc4)CC3)cc2c1
    -11 | -4 | -3
- C[C@H](C(=O)N1CCSCC1)C1CC[C@@]2(C)Cc3sc(C4CCNCC4)nc3[C@@H](C)[C@@H]2[C@H]1O (stereo not given in full)
    -6 | -8 | -6
- O=C(O)CCSc1cc(-c2ccccc2)nc(SCCC(=O)O)n1
    · | 2 | 0
- COc1ccc(C(C)C)cc1S(=O)(=O)Nc1cccc(Cl)c1Cl
    · | 0 | -8
- CC1CN(C(=O)c2ccc(NC(=O)C3CC3)cc2)c2ccccc2O1 (stereo not given)
    · | 8 | -10
- O=C(NCCCn1cccn1)C1(N2CCCCC2)Cc2ccccc2C1
    · | 2 | -8
- Cc1csc(N2CCCN(CC(=O)Nc3ccc(F)c(F)c3)CC2)n1
    -3 | 4 | -8
- Cc1nnc(NC(=O)CC23CC4CC(CC(C4)C2)C3)s1
    · | 10 | -7
- CC(C)Oc1ccc(-c2ccncn2)cc1
    · | 12 | -6
- CC(C)c1nc(CNC(=O)c2ccc(-c3ccoc3)nc2)no1
    · | 0 | -9
- CC(=O)NC12CC3CC(C)(C1)CC(NC(C)=O)(C3)C2
    · | 0 | -7
- O=C1NC2(CCN(Cc3cccs3)CC2)Nc2ccccc21
    -4 | 5 | -4
- CSc1nc(C(=O)N2CCCC(C(=O)c3ccc(-c4ccccc4)cc3)C2)cs1 (stereo not given)
    · | -4 | -1
- CN(NC(=O)c1cccnc1Oc1ccc(Cl)cc1)c1ccccc1
    -5 | -5 | -4
- CCOc1ccccc1CN1CCC(N2CCC(C(=O)N3CCCC3)CC2)CC1
    · | 9 | -6
- COc1cc(C(=O)Nc2nsc(-c3ccccc3)n2)cc(OC)c1OC
    -4 | 1 | -3
- Cc1cc2nc(Nc3nc(C)c(C)c(=O)[nH]3)nc(C)c2cc1C
    -8 | 7 | -3
- C=CCN(CC(=O)N(CCOC)Cc1cccn1C)C(=O)Nc1ccc(F)c(F)c1
    -5 | -7 | -4
- CCN1CCN(c2nc(C)c3c(n2)CC(c2ccco2)CC3=O)CC1 (stereo not given)
    · | 40 | 3
- O=C(NCC1CC1)c1csc(N2CCNC2=O)n1
    · | 3 | -7
- Cc1nc(CNC(=O)c2c[nH]c3ccccc23)nc2c1CCCC2
    · | 27 | -5
- CC(C)=CC(=O)NCCN1CCCC(CO)C1 (stereo not given)
    · | 1 | -2
- O=S1(=O)CCC(S(=O)(=O)NCc2ccco2)C1 (stereo not given)
    · | 5&3 | -7&5
- CN(NC(=O)c1ccc[nH]c1=O)c1ccccc1
    · | -1 | -4
- Cc1ccc(C)c(Cn2c(=O)n(CC3CCC(C(=O)N4CCOCC4)CC3)c(=O)c3sccc32)c1 (stereo not given)
    -5 | 0 | -7
- O=C(NCCNC(=O)C1CCN(C(=O)C2CCC2)CC1)c1ccccc1
    0 | -1 | 1
- O=[N+]([O-])c1cccc(-c2cn3cc(-c4ccccc4)ccc3n2)c1
    · | 14 | -4
- Cc1cc[n+](CC(=O)C=C2N(C)c3ccccc3C2(C)C)c(C)c1
    -3 | 4 | -2
- c1cnc2c(-c3ccc(-c4ccn[nH]4)cc3)cnn2c1
    · | 0 | -2
- CCC(C(=O)N(CCOC)Cc1cc(NC(=O)c2ccco2)ccc1N(C)C)c1ccccc1 (stereo not given)
    -7 | -1 | -5
- O=C(COc1ccc(Cl)c2cccnc12)NCc1cn[nH]n1
    -11 | 1 | -8
- O=C(CNS(=O)(=O)c1ccc(F)c(Cl)c1)N1CCCC1
    -5 | 0 | -1
- COCCn1c(-c2cc(OC)ccc2OC)csc1=Nc1ccc(OC)cc1
    · | -1 | -2
- CCOc1ccc(-c2cc(C)n3nc(C(N)=O)cc3n2)cc1
    1 | -3 | -2
- Cc1sc2c(c1C)C1=NS(=O)(=O)CCN1C=N2
    · | 2 | -1
- Cc1ccc(C)c(NC(=O)CSc2nnc(CNC(=O)c3cccc4ccccc34)n2-c2ccccc2)c1
    · | -5 | -6
- O=C(CCC1CCN(C23CC4CC(CC(C4)C2)C3)CC1)NC1CCN(Cc2ccccc2)C1 (stereo not given)
    -8 | · | -5
- O=C1CC2(CCN(C(=O)CC(CC(=O)N3CCC4(CC3)CC(=O)c3cc(F)ccc3O4)(c3ccccc3)c3ccccc3)CC2)Oc2ccc(F)cc21
    -4 | 20 | -5
- Cc1ccc2c(-c3cnc(N)c(N4CCC(C(O)C(C)C)CC4)n3)cccc2n1 (stereo not given)
    · | -2 | -14
- NC(=O)c1ccnc(N2CCN(Cc3ccc(Cl)c(Cl)c3)CC2)c1
    · | 11 | -3
- O=C(O)CN1C(=O)/C(=C2/Sc3ccccc3N2CCCS(=O)(=O)O)SC1=S
    · | 16 | -5
- Nc1nc(Cn2cnc3ccccc3c2=O)nc(Nc2ccc(Cl)cc2)n1
    -7 | -1 | -3
- Cc1noc(C)c1COC1CN(CC(C)C)C(=O)CN(C2CCN(C(C)C)CC2)C1 (stereo not given)
    -6 | 19 | 2
- CN(CCc1ccccc1)C1(C(=O)NCc2ccncc2)Cc2ccccc2C1
    · | 6 | -9
- Cn1c(C2c3[nH]c4ccccc4c3CCN2Cc2cccc3cccnc23)nc2ccccc21 (stereo not given)
    -11 | 5 | -6
- CCOC(=O)c1cc(-c2cccc(NC(=O)c3cc(C)on3)c2)n(-c2ccc(OC)cc2)n1
    -7 | 27 | -6
- O=C1NCCN2CCN(C3CCN(C(=O)c4cccs4)CC3)CC12 (stereo not given)
    -16 | 2 | -3
- COCCCNC(=O)c1c2c(nc3ccccc13)CCCC2
    -5 | 20 | -2
- CCCCOCC(=O)N1Cc2cnc(CC)nc2C1
    -6 | 1 | -1
- Cc1cc(-n2cc(C#N)c(=O)[nH]c2=O)ccc1N1CCCC1
    -9 | 5&-2 | -7&-5

The list goes on:
Values run as follows: mcGAS inh | NPYLR7 ag | hcGAS lum
- CC(=O)Nc1ccc(CN2CCC(n3nc(C)cc3C)C2)cc1 (stereo not given)
    · | -3 | -2
- CC1(C)CC(=O)c2cc(CC(=O)O)n(-c3cccc(C(=O)O)c3)c2C1
    · | 26 | -4
- C/C(=C(/CCO)SSCC1CCCO1)N(C=O)Cc1cnc(C)nc1N (stereo not given)
    · | 51 | -11
- N#CC(C#N)=C1C=C2C=C(N3CCN(Cc4ccccc4)CC3)CCC2CC1 (stereo not given)
    · | 47* | -5
- CN1CC2(CCN(Cc3noc(C(C)(C)C)n3)CC2)CC1C(=O)O (stereo not given)
    -9 | 8 | -6
- CC(=O)N[C@H]1C[C@@H](c2cc(C(C)(C)C)n[nH]2)O[C@@H](C2CCCCC2)C1
    · | 14 | -10
- CCC1CN(C(=O)CNc2cc(Cl)ccc2N2CCOCC2)CCO1 (stereo not given)
    · | 1 | -3
- COc1cccc(Cc2nsc(N(CCC(=O)NC(Cc3ccccc3)c3ccccc3)Cc3ccco3)n2)c1 (stereo not given)
    -4 | -11 | -9
- Cc1ccc(-n2ncc3c(C)nn(CC(=O)N4CCc5ccccc54)c(=O)c32)cc1C
    · | 10 | -5
- O=C(NC1CCCCC1)c1nnc2n1CCN(C(=O)c1ccccc1)C2
    · | 10 | -7
- Cc1c(C(=O)O)sc2nc(-c3ccc(N4CCOCC4)nc3)[nH]c(=O)c12
    -10 | -2 | 2
- CCC(=O)Nc1c(-c2ccccc2)nc2cc(C)ccn12
    -9 | -10 | -11
- CC(NC(=O)Cc1csc(-c2ccccn2)n1)c1ccc(-c2ccccc2)cc1 (stereo not given)
    -2 | -13 | 2
- NC(C(=O)O)c1cc(O)ccc1Cl (stereo not given)
    · | 9 | -5
- CN(/C=C/C(=O)C(F)(F)F)c1ccccc1C(=O)O
    · | 6 | -7
- Cc1cc(C)n(-c2ccc(CNC(=O)c3ccc4c(c3)NC(=O)CS4)cn2)n1
    · | 4 | -7
- COc1ccc(NC(=O)Cn2nc3c(SC4CCCCC4)nccn3c2=O)cc1OC
    -4 | -7 | -5
- CCOCCCn1c(=N)c(C#N)cc2c(=O)n3cccc(C)c3nc21
    -6 | 3 | -11
- O=c1cc(CSCc2nc(-c3ccsc3)no2)nc2sccn12
    · | 2 | -3
- CCOCCC(=O)Nc1c(N2CCCC2)cccc1N1CCCC1
    -18 | 1 | -11
- COc1ccc(CCN(C)C2CCCN(Cc3nc(C(C)C)cs3)C2)cc1OC (stereo not given)
    · | 4 | -9
- Cc1ccccc1C(=O)NNC(=O)COc1ccc(Cl)cc1
    · | -6 | -11
- COc1ccc2c(c1)C1(SCCN1C(=O)Nc1cccc(Cl)c1)C(=O)N2Cc1cccc(C#N)c1 (stereo not given)
    -10 | · | -6
- COc1ccc(CCN(Cc2ccc(C)o2)C(=O)CN(C(=O)c2cccc(Br)c2)C2CC2)cc1OC
    -5 | -8 | -7
- O=C(c1c(F)cccc1Cl)N1CCC(c2nc(-c3ccc(C(F)(F)F)cc3)no2)CC1
    3 | · | 0
- O=C(Nc1ccc(N2CCCCC2)c(C(=O)NCCc2ccccc2)c1)c1cc(C(F)(F)F)cc(C(F)(F)F)c1
    -4 | -2 | -6
- CC1=NN(c2ccc(Cl)c(C(=O)O)c2)C(=O)/C1=C\c1ccc(Br)cc1
    -2 | 8 | -1
- Nc1c(C(=O)CCC(=O)O)oc2ccc(Cl)cc12
    -2 | 3 | 1
- CSCCSc1nc2sc3c(c2c(=O)n1CC1CCCO1)CCC(C)C3 (stereo not given)
    · | -3 | 3
- CCc1ccsc1C(=O)NC(C)(C)c1nc(C)cs1
    · | 1 | -7
- O=C(CCc1nnc(-c2ccsc2)o1)NC1CCc2ccccc21 (stereo not given)
    · | 0&19 | -4&-4
- COc1cc([N+](=O)[O-])cc2sc(NC(=O)C3CC3)nc12
    · | 1 | -3
- O=C(Cc1cccs1)NC1CCN(c2ccccc2C(=O)NCc2ccco2)CC1
    -4 | -6 | -4
- COc1cccc(OC)c1-c1ccc(-n2cncc2C(=O)NCc2cccc(Cl)c2Cl)cc1
    -7 | 2 | -8
- O=C(O)CSc1nnc(NC2CCCCC2)s1
    · | 0 | -4
- Cc1cccc(C(=O)Nc2cc(C3CC3)nn2-c2nc(C)cc(=O)[nH]2)c1
    · | 2 | -12
- CCc1cc(N2CCN(Cc3c(C)cc(C)cc3C)CC2)n2ncnc2n1
    -6 | 22 | -2
- CC(c1cccc(-c2nccc3ncccc23)c1)N1CCCC1 (stereo not given)
    · | -2 | -5
- Cc1nccn1CCc1nc(N)nc(N)n1
    -7 | -1 | -7
- COc1ccc(/C=N\NC(=O)CSc2nnc(-c3ccccc3)n2-c2ccccc2)cc1OC
    · | -8 | -1
- COc1ccc(C=CC(=O)c2ccc(N3CCCC3=O)cc2)c(OC)c1OC
    · | 2 | -10
- COc1ccccc1-c1cc(-c2ccccc2)nc(SCC(N)=O)c1C#N
    · | -2 | -3
- NC(=O)c1ccc(NC(=O)CSc2nc3c(c(=O)n2Cc2ccccc2)SCC3)cc1
    -8 | 2 | -8
- CC(C)(C)c1cc2nc(C(=O)O)cc(-c3ccccc3F)n2n1
    · | -9 | -1
- CCCCCC(C)NC(=O)C(NC(=O)c1ccco1)C(C)C (stereo not given)
    · | 6 | -5
- CCOc1ccc(Br)cc1S(=O)(=O)N1CCN(CCO)CC1
    -6 | -3 | -5
- Cc1ccc(-n2nnc3c(=O)n(CC(=O)NCc4ccc5c(c4)OCO5)cnc32)cc1C
    -11 | -3 | -8
- Clc1ccc(-c2nc(CSc3ncccn3)cs2)cc1
    1 | 3 | 2
- COc1cc(-c2nc(CCc3ccccc3)nn2-c2ccccn2)ccn1
    -1 | -9 | -2
- CCOCCCn1c(C)cn2c3c(=O)n(C)c(=O)n(C)c3nc12
    · | 14 | -7
- CCOc1c(CC)cnc2c1c(=O)n(CC(=O)N1CCCC1)c(=O)n2C
    · | -2 | 5
- CCOC(=O)c1ccc2c(c1)nc(SCc1c(F)ccc(C)c1F)n2Cc1ccccc1
    -6 | 2 | -4

7 structures from above, arranged by SMILES length, ascending:
Values run as follows: mcGAS inh | NPYLR7 ag | hcGAS lum
- CCCCCC(C)NC(=O)C(NC(=O)c1ccco1)C(C)C (stereo not given)
    · | 6 | -5
- CCOc1ccc(Br)cc1S(=O)(=O)N1CCN(CCO)CC1
    -6 | -3 | -5
- CCOCCCn1c(C)cn2c3c(=O)n(C)c(=O)n(C)c3nc12
    · | 14 | -7
- CCOc1c(CC)cnc2c1c(=O)n(CC(=O)N1CCCC1)c(=O)n2C
    · | -2 | 5
- CCOC(=O)c1ccc2c(c1)nc(SCc1c(F)ccc(C)c1F)n2Cc1ccccc1
    -6 | 2 | -4
- NC(=O)c1ccc(NC(=O)CSc2nc3c(c(=O)n2Cc2ccccc2)SCC3)cc1
    -8 | 2 | -8
- Cc1ccc(-n2nnc3c(=O)n(CC(=O)NCc4ccc5c(c4)OCO5)cnc32)cc1C
    -11 | -3 | -8
